Compound activity deposited in PubChem by several laboratories.
FLuc inh counter: firefly luciferase enzyme inhibitors, primary screen, artefact control for luciferase-based inhibitor screens, biochemical, luminescence, ATPLite; Luciferin 4-monooxygenase (Photinus pyralis), P08659; 10 min; inhibition, % at 10 µM; 200,000 compounds, 1.5% hits;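 active = inhibition above about 50% when tested at 10 µM, limit read from the data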
Target sequence (P08659 whole entry, looked up): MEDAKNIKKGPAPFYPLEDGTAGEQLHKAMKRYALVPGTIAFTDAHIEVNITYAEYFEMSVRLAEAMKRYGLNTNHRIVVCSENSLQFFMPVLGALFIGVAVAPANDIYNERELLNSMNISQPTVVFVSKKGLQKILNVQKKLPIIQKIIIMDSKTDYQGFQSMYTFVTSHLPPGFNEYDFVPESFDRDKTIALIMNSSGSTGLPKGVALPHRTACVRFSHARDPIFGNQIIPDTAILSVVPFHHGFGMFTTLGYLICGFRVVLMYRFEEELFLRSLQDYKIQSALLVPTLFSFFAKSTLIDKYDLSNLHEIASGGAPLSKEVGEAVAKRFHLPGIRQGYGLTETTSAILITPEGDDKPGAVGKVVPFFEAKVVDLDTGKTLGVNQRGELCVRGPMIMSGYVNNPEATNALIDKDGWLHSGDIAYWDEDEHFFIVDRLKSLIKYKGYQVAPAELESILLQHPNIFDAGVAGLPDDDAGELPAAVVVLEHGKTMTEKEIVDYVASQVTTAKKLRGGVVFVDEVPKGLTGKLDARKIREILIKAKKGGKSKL
APP 5'UTR act: activators of APP 5'UTR luciferase reporter, primary screen, SH-SY5Y cells | SH-SY5Y APP 5'UTR luciferase reporter, luminescence; zero percent = DMSO vehicle wells | activation, % at 2 µM | 190,000 compounds, 1% hits;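 active = activation above a set limit, based on mean plus 3 SD of controls, cut at about 140% in these data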; note: values of inactives mirror those of a sister screen read the other way
STAT3 act: IL-6 driven STAT3 reporter potentiators, primary screen, U3A cells, luciferase, luminescence, MLSCN library; IL-6 STAT3-luciferase reporter; 100% = signal with IL-6 EC80 alone; activation (% of control), % at 5.6 µM; 190,000 compounds, 0.91% hits;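 active = activation above the screen-wide mean of compound activation plus 3 SD, cut at about 130% in these data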;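 note: 0% = background luminescence of wells with medium and substrate only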
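Material: human U3A cells carrying STAT3-luciferase construct. Measured by: reporter luminescence signal. Timing: compound 1 h, then IL-6 6 h at 37 °C.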
STAT1 activator: STAT1 signaling activators, primary screen, cell-based, HTS, luciferase reporter | NIH 3T3 STAT1-luciferase reporter, IFN-gamma, luminescence; 100% = IFN-gamma alone, no compound | activation (% of control), % at 5.5 µM | 200,000 compounds, 2.6% hits | AID 932, 2007;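 active = activation above the screen-wide mean activation plus 3 SD, cut at about 130% in these data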;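 note: raw ratio to IFN-gamma control signal so 100% means no change and 0% no light; values of inactives mirror those of a sister screen read the other way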
STAT3 inh: IL-6 driven STAT3 reporter inhibitors, primary screen, U3A cells, luciferase, luminescence, MLSCN library; 190,000 compounds, 0.89% hits; IL-6 STAT3-luciferase reporter; host cell line lacks STAT1; inhibition, % at 5.5 µM;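 active = inhibition above the mean inhibition across all screened compounds plus 3 SD, cut at about 44% in these data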;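 note: 0% = DMSO only wells and 100% = 100 µM nifuroxazide control wells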
STAT1 blocker: STAT1 signaling inhibitors, primary screen, cell-based, HTS, luciferase reporter; inhibition, % at 5.5 µM; NIH 3T3 STAT1-luciferase reporter, IFN-gamma, luminescence; AID 920, 2007; 200,000 compounds, 0.35% hits;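 active = inhibition above a set limit, the mean inhibition across all tested compounds plus 3 SD, cut at about 34% in these data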;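 note: 0% = IFN-gamma with DMSO and 100% = IFN-gamma with 300 µM nifuroxazide; values of inactives mirror those of a sister screen read the other way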
FLuc act counter: FLuc activators, initial screening, artefact control for FLuc-dependent activation tests, biochemical, ATPlite luminescence; ATPlite luciferase biochemical, 10 min; 0 = ATP-free wells, 1 = DMSO control; activation factor at 10 µM; 200,000 tested, under 10 active;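 active = luciferase activation factor, scaled between plate controls, of at least 2 with compound at 10 µM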
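System: cell-free luciferase reagent; medium: PBS as buffer for the ATP substrate; doses: test compounds dosed from 2 mM stocks in 100% DMSO; incubation: 10 min, room temperature; measured by: luminescence from luciferase reaction; read-out: luciferase activation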
APP transl inh: inhibitors of APP translation via 5'UTR reporter, primary screen, APP 5'UTR luciferase, SH-SY5Y cells; 190,000 compounds, 0.82% hits; SH-SY5Y APP 5'UTR-luciferase reporter, luminescence; inhibition, % at 2 µM;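 active = inhibition above a set limit, derived from the sample mean plus 3 SD, cut at about 45% in these data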; note: values of inactives mirror those of a sister screen read the other way
ROMK mod: ROMK potassium channel modulators, primary screen, cell-based, thallium flux, MLSMR library. B-score at 10 µM. Tet-inducible ROMK, thallium flux fluorescence; actives lie on both sides. AID 1918, 2009. 130,000 compounds, 2% hits;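 active = signal ratio slope over the read window, or its plate-corrected B-score, at least 3 SD from the plate mean, either direction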;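 note: B-score of the F/F0 ratio slope over 7 to 12 s after thallium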
Target sequence (P48048 whole entry, looked up): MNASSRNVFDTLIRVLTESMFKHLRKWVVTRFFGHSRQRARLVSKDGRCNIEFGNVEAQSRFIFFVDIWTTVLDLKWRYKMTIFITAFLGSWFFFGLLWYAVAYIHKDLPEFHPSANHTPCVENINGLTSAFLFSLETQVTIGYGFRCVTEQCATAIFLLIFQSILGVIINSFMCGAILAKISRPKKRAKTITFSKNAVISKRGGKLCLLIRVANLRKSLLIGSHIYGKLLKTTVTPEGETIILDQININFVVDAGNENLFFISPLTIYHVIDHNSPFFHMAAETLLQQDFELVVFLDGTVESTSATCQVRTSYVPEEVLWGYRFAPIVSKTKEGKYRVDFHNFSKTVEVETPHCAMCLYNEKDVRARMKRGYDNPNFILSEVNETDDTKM
NF-kB expr up: activators of NF-kB expression in neurons, primary screen, cell-based, HTS; human neuronal cells, NF-kB reporter expression; active compounds read high; 190,000 compounds, 1.6% hits; fold change at 12.5 µM; AID 1239, 2008; in the data active = fold change above about 3.3
The depositor's hits bear a star.

Screening CC(C)Cn1c(=O)c(C(=O)Nc2ccccc2S(N)(=O)=O)c(O)c2ccccc21 returned FLuc inh counter -8, APP 5'UTR act -11, STAT3 act 103, STAT1 activator 104, STAT3 inh 1, STAT1 blocker -3, FLuc act counter 1.1, APP transl inh 11, ROMK mod -0.7 and NF-kB expr up 1.5.
O=c1c(Cc2ccc(F)cc2)c(O)ccn1C1CCCCC1 was read as FLuc inh counter -5, APP 5'UTR act 4, STAT3 act 104, STAT1 activator 90, STAT3 inh 0, STAT1 blocker 10, FLuc act counter 1.1, APP transl inh -4 and NF-kB expr up 1.
Screening Cc1ccc(CNS(=O)(=O)NCc2cccs2)cc1 returned FLuc inh counter 0, APP 5'UTR act -12, STAT3 act 107, STAT1 activator 102, STAT3 inh -4, STAT1 blocker -4, FLuc act counter 1, APP transl inh 12 and NF-kB expr up 1.
Screening Cc1ccc(-c2nc3ccccn3c2NC(=O)c2ccco2)cc1 returned FLuc inh counter -4, APP 5'UTR act 1, STAT3 act 93, STAT1 activator 99, STAT3 inh 10, STAT1 blocker 2, FLuc act counter 1, APP transl inh -1, ROMK mod -0.008 and NF-kB expr up 1.2.
Screening Cc1cc([N+](=O)[O-])nn1CCC(=O)NC1CCCCCC1 returned FLuc inh counter -4, APP 5'UTR act -13, STAT3 act 105, STAT1 activator 97, STAT3 inh -8, STAT1 blocker 3, FLuc act counter 1, APP transl inh 13, ROMK mod 0.37 and NF-kB expr up 1.
Screening COc1ccc(Cn2nnnc2CN2CCC(O)(c3ccccc3F)CC2)cc1 returned FLuc inh counter -2, APP 5'UTR act -1, STAT3 act 102, STAT1 activator 102, STAT3 inh 1, STAT1 blocker -5, FLuc act counter 1, APP transl inh 1, ROMK mod 0.0016 and NF-kB expr up 1.3.
Screening Nc1cc(C(=O)c2cccs2)ccc1Cl returned FLuc inh counter -2, APP 5'UTR act 4, STAT3 act 97, STAT1 activator 104, STAT3 inh 11, STAT1 blocker -4, FLuc act counter 1, APP transl inh -4 and ROMK mod 0.084.
Screening Cn1c(CN2CCN(C(=O)c3ccccc3Cl)CC2)nc2cc([N+](=O)[O-])ccc21 returned FLuc inh counter -5, APP 5'UTR act 14, STAT3 act 87, STAT1 activator 90, STAT3 inh 18, STAT1 blocker 11, FLuc act counter 1.1, APP transl inh -14 and NF-kB expr up 1.4.
`COc1ccccc1OCC(=O)Nc1sc2c(c1C(=O)NCC1CCCO1)CCC2` (configuration not stated) gave FLuc inh counter -1, APP 5'UTR act -12, STAT3 act 109, STAT1 activator 101, STAT3 inh -8, STAT1 blocker -1, FLuc act counter 1, APP transl inh 12 and NF-kB expr up 0.73.
Screening O=[N+]([O-])c1ccc(NCCNCCOc2nonc2-c2ccccc2)c([N+](=O)[O-])c1 returned FLuc inh counter -6, APP 5'UTR act 15, STAT3 act 98, STAT1 activator 102, STAT3 inh 4, STAT1 blocker -3, FLuc act counter 1.1, APP transl inh -14, ROMK mod 0.082 and NF-kB expr up 0.99.
For COc1ccc(-c2nnc(NC(=O)C3CC3)o2)cc1 the results were FLuc inh counter 14, APP 5'UTR act 3, STAT3 act 97, STAT1 activator 102, STAT3 inh 8, STAT1 blocker -2, FLuc act counter 0.9, APP transl inh -4, ROMK mod -0.096 and NF-kB expr up 1.6.
For COC(=O)c1cccc(NC(=O)CSc2nnc(C)n2C)c1 the results were FLuc inh counter -2, APP 5'UTR act 3, STAT3 act 94, STAT1 activator 102, STAT3 inh 12, STAT1 blocker -3, FLuc act counter 1, APP transl inh -3, ROMK mod 0.24 and NF-kB expr up 0.99.
Screening COc1ccc(S(=O)(=O)N(C)CC(=O)Nc2ccccc2OC)cc1C returned FLuc inh counter -3, APP 5'UTR act 17, STAT3 act 91, STAT1 activator 104, STAT3 inh 12, STAT1 blocker 0, FLuc act counter 1, APP transl inh -17, ROMK mod -0.033 and NF-kB expr up 1.
`CC(O)CNc1nc2c(c(=O)n(C)c(=O)n2C)n1CCc1ccccc1` (configuration not stated) gave FLuc inh counter -10, APP 5'UTR act 26, STAT3 act 98, STAT1 activator 108, STAT3 inh 6, STAT1 blocker -4, FLuc act counter 1.1, APP transl inh -26, ROMK mod 0.28 and NF-kB expr up 1.
COc1ccc(-n2nnnc2SCC(=O)Nc2cccc(NC(C)=O)c2)cc1OC was read as FLuc inh counter -2, APP 5'UTR act -3, STAT3 act 92, STAT1 activator 92, STAT3 inh 13, STAT1 blocker 8, FLuc act counter 1, APP transl inh 3 and NF-kB expr up 0.89.

Reprinted from the results shown, 5 compounds:
Screening CC(C)Cn1c(=O)c(C(=O)Nc2ccccc2S(N)(=O)=O)c(O)c2ccccc21 returned FLuc inh counter -8, APP 5'UTR act -11, STAT3 act 103, STAT1 activator 104, STAT3 inh 1, STAT1 blocker -3, FLuc act counter 1.1, APP transl inh 11, ROMK mod -0.7 and NF-kB expr up 1.5.
O=c1c(Cc2ccc(F)cc2)c(O)ccn1C1CCCCC1 was read as FLuc inh counter -5, APP 5'UTR act 4, STAT3 act 104, STAT1 activator 90, STAT3 inh 0, STAT1 blocker 10, FLuc act counter 1.1, APP transl inh -4 and NF-kB expr up 1.
Screening Cc1ccc(CNS(=O)(=O)NCc2cccs2)cc1 returned FLuc inh counter 0, APP 5'UTR act -12, STAT3 act 107, STAT1 activator 102, STAT3 inh -4, STAT1 blocker -4, FLuc act counter 1, APP transl inh 12 and NF-kB expr up 1.
Screening Cc1ccc(-c2nc3ccccn3c2NC(=O)c2ccco2)cc1 returned FLuc inh counter -4, APP 5'UTR act 1, STAT3 act 93, STAT1 activator 99, STAT3 inh 10, STAT1 blocker 2, FLuc act counter 1, APP transl inh -1, ROMK mod -0.008 and NF-kB expr up 1.2.
Screening Cc1cc([N+](=O)[O-])nn1CCC(=O)NC1CCCCCC1 returned FLuc inh counter -4, APP 5'UTR act -13, STAT3 act 105, STAT1 activator 97, STAT3 inh -8, STAT1 blocker 3, FLuc act counter 1, APP transl inh 13, ROMK mod 0.37 and NF-kB expr up 1.

Carrying on.
For COC(=O)c1cn(CC(=O)NC2CCCCC2)c2ccccc12 the results were FLuc inh counter 0, APP 5'UTR act 10, STAT3 act 104, STAT1 activator 105, STAT3 inh -1, STAT1 blocker -6, FLuc act counter 1, APP transl inh -10, ROMK mod -0.33 and NF-kB expr up 1.3.
Screening Cc1ccc(Cl)cc1N1CCN(C(c2ccc(C#N)cc2)c2nnnn2C2CCCC2)CC1 (configuration not stated) returned FLuc inh counter -5, APP 5'UTR act 7, STAT3 act 114, STAT1 activator 103, STAT3 inh -11, STAT1 blocker -3, FLuc act counter 1, APP transl inh -7, ROMK mod 0.1 and NF-kB expr up 1.
Screening COc1ccc(N2CC(C(=O)NC3=NCCS3)CC2=O)cc1 (configuration not stated) returned FLuc inh counter -5, APP 5'UTR act -1, STAT3 act 97, STAT1 activator 99, STAT3 inh 9, STAT1 blocker 0, FLuc act counter 1, APP transl inh 1, ROMK mod 0.38 and NF-kB expr up 1.1.
For COC(=O)C(CC(=O)c1cccc(OC)c1)c1ccc(F)cc1 (configuration not stated) the results were FLuc inh counter -6, APP 5'UTR act 5, STAT3 act 105, STAT1 activator 96, STAT3 inh -1, STAT1 blocker 5, FLuc act counter 1.1, APP transl inh -5, ROMK mod -0.91 and NF-kB expr up 1.1.
For COc1cccc(CN(C)C(=O)c2cccnc2SC)c1OC the results were FLuc inh counter 0, APP 5'UTR act 11, STAT3 act 101, STAT1 activator 93, STAT3 inh 1, STAT1 blocker 6, FLuc act counter 1, APP transl inh -11, ROMK mod -2 and NF-kB expr up 1.
Cc1ccc(NC(=S)NC2CCN(Cc3ccccc3)CC2)cc1 was read as FLuc inh counter -1, APP 5'UTR act 10, STAT3 act 100, STAT1 activator 97, STAT3 inh 0, STAT1 blocker 3, FLuc act counter 1, APP transl inh -10, ROMK mod -1.6 and NF-kB expr up 0.76.
Screening CCOc1ccc(/C=N/Nc2nncc(-c3ccccc3)n2)cc1OC returned FLuc inh counter 10, APP 5'UTR act 0, STAT3 act 82, STAT1 activator 107, STAT3 inh 22, STAT1 blocker -7, FLuc act counter 0.9, APP transl inh 0, ROMK mod 0.31 and NF-kB expr up 0.78.
Screening O=C(Cn1nnc2ccccc2c1=O)NC1CCCc2ccccc21 (configuration not stated) returned FLuc inh counter -7, APP 5'UTR act -1, STAT3 act 98, STAT1 activator 86, STAT3 inh 6, STAT1 blocker 15, FLuc act counter 1.1, APP transl inh 1 and NF-kB expr up 1.
Screening COc1ccccc1-c1nn2c(C(F)(F)F)nnc2s1 returned FLuc inh counter -4, APP 5'UTR act -1, STAT3 act 104, STAT1 activator 108, STAT3 inh 1, STAT1 blocker -8, FLuc act counter 1, APP transl inh 1 and NF-kB expr up 0.87.
`CCOc1ccc(NC(=S)N(Cc2ccc(N(C)C)cc2)Cc2ccco2)cc1` gave FLuc inh counter 1, APP 5'UTR act 16, STAT3 act 89, STAT1 activator 110, STAT3 inh 16, STAT1 blocker -12, FLuc act counter 1, APP transl inh -16 and NF-kB expr up 1.2.
CCOC(=O)c1[nH]c(C)c(C(=O)N(CC)CC)c1C was read as FLuc inh counter -6, APP 5'UTR act 4, STAT3 act 102, STAT1 activator 105, STAT3 inh 6, STAT1 blocker -6, FLuc act counter 1.1, APP transl inh -4 and NF-kB expr up 1.1.
Screening C/C(=N\Nc1ccccc1Cl)c1ccc(-n2ccnc2)cc1 returned FLuc inh counter -2, APP 5'UTR act -9, STAT3 act 84, STAT1 activator 108, STAT3 inh 20, STAT1 blocker -8, FLuc act counter 1, APP transl inh 9, ROMK mod -0.82 and NF-kB expr up 1.3.
O=C(c1cc2nc(-c3cccs3)cc(C(F)(F)F)n2n1)N1CCCc2ccccc21 was read as FLuc inh counter -8, APP 5'UTR act 1, STAT3 act 82, STAT1 activator 88, STAT3 inh 27, STAT1 blocker 14, FLuc act counter 1.1, APP transl inh -2, ROMK mod 0.19 and NF-kB expr up 0.54.
`C=CCNC(=O)CSc1n[nH]c(-c2cc(Cl)ccc2OC)n1` gave FLuc inh counter -6, APP 5'UTR act -3, STAT3 act 106, STAT1 activator 103, STAT3 inh -4, STAT1 blocker -3, FLuc act counter 1.1, APP transl inh 3, ROMK mod 0.68 and NF-kB expr up 0.97.
Cc1cc(C(=O)NN=C2CCCCC2)c2ccccc2n1 was read as FLuc inh counter -4, APP 5'UTR act -80, STAT3 act 105, STAT1 activator 108, STAT3 inh 0, STAT1 blocker -9, FLuc act counter 1, APP transl inh 80* and NF-kB expr up 0.87.
COc1ccc(N=Nc2c(C)[nH][nH]c2=O)cc1 was read as FLuc inh counter 16, APP 5'UTR act 19, STAT3 act 89, STAT1 activator 116, STAT3 inh 15, STAT1 blocker -18, FLuc act counter 0.8, APP transl inh -19 and NF-kB expr up 1.8.
